ERK EGF inh: qHTS Assay for Inhibitors of the ERK Signaling Pathway using a Homogeneous Screening Assay; Stimulation with EGF | HEK293-V1b, EGF-stimulated phospho-ERK AlphaScreen | AID 1454, 2008 | Potency, µM (titrated, usually from 11.5 µM), for inactives: at the highest dose activity change, negative = inhibition, usual class: inhibitors | actives 0.41% (n = 130,000); active means well fitted inhibition curve with a large enough effect; inconclusive means small, poorly fitted or top-dose-only effect, or effect the other way;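 further: plate controls were stimulated vehicle wells for no effect and unstimulated vehicle basal for full effect; nearly all actives have a fitted effect of over 55% in size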
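HEK293 cells stably expressing V1b receptor, serum-reduced (1% FBS) overnight, pretreated 30 min with compound, then stimulated 5 min with 25 nM EGF; phospho-ERK detected by AlphaScreen SureFire. AC50 from Hill fits, normalized to DMSO and EGF.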
An asterisk follows results filed as active; ? = inconclusive; & = joins results of further samples; [ ] = another dose, or the depositor's remark. Potency means the concentration at half of the fitted maximal effect. This is a subset (hit frequency here may not be typical).

SMILES	ERK EGF inh
CCN(CC)S(=O)(=O)c1ccc(NN)nc1	-5.1%
CCN(CC)C(=O)Oc1ccc(OC(=O)N(CC)CC)cc1	0.1%
Cc1ccc(S(=O)(=O)Nc2cc(C(F)(F)F)ccc2N2CCOCC2)cc1	4.4%
CCNc1nc2nc3ccc(C)cn3c(=O)c2cc1C(=O)NCC1CCCO1 (stereo not drawn)	-3.7%
COc1ccc(/C=C/C(=O)OCC(=O)Nc2cccc(C(C)=O)c2)cc1	-2.7%
Cc1c(-n2c(SC(C)C(=O)NC(N)=O)nc3ccccc3c2=O)c(=O)n(-c2ccccc2)n1C (stereo not drawn)	2.5%
Cn1nnnc1SCC(=O)Nc1nn(-c2ccccc2)nc1C(N)=O	-7.4%
c1ccc(-c2ccccc2OCCOCCN2CCc3ccccc3C2)cc1	?
O=C(Cc1c2ccccc2nc2ccccc12)c1ccccc1	-4.7%
COc1ccc(-n2c(CNc3ccc(C)cc3)nnc2SCc2ccccc2)cc1	25.9%
O=c1[nH]nc(CNc2ccc(Cl)cc2Cl)c2ccccc12	3.7%
Cc1ccc(O)c(-c2cc(-c3ccccc3[N+](=O)[O-])[nH]n2)c1	-3.2%
COc1cccc(C2(O)CCN(C(=O)C(C)C)CC2)c1	-7.8%[57.5 µM]
CCC(=O)OCC(=O)Nc1ccc(OC)cc1[N+](=O)[O-]	-11.4%
CCOc1ccc(/C=C/C(=O)Nc2cccc(C(C)=O)c2)cc1	?
CC(=O)/C=C/n1c(=S)oc2ccccc21	1.2%
COCCNC(=O)Nc1ccc2nc(-c3ccco3)c(-c3ccco3)nc2c1	0.2%
C/C(=N\NC(=O)CSc1nc2ccccc2[nH]1)c1ccncc1	4.9%
COC(=O)c1ccccc1C[C@]1(C(=O)OC)C=C[C@H](C)[C@@H](c2ccccc2)N1C(=O)C(F)(F)F	-0.3%
O=c1[nH]c(CN2CCN(c3ncccn3)CC2)nc2c(Br)cc(Br)cc12	-4.6%[57.5 µM]
COc1ccc(OCc2nnc(NC(=O)Nc3ccc(F)cc3)s2)cc1	-4.9%
O=C(CN1CCN(S(=O)(=O)c2ccc(Cl)cc2)CC1)Nc1ccc(N2CCOCC2)cc1	1.2%
CCn1cc(C(=S)N2CCC(C(N)=O)CC2)c2ccccc21	0.0%
CCOC(=O)C1=NN(C(=O)Cc2ccccc2)C(O)(C(C)(C)C)C1 (stereo not drawn)	-8.8%
COC(=O)C1=C(C)N(CC2CC2)C(=O)N[C@H]1CCc1ccccc1	-4.0%
COC1=CC(=O)C=C(OC)C1=O	?
CNc1nc(N/N=C/c2ccc([N+](=O)[O-])cc2)nc(Nc2ccccc2)n1	?
C=CC1CN(CC(=O)OC)S(=O)(=O)c2ccccc21 (stereo not drawn)	-0.9%[57.5 µM]
Clc1cncc(Cl)c1N/N=C/c1ccncc1	-1.3%
Cc1nonc1CN(C)C(=O)CC1C(=O)NCCN1Cc1c(F)cccc1Cl (stereo not drawn)	-20.7%

Arranged by heavy-atom count (ascending): part of the list above
SMILES	ERK EGF inh
CCC(=O)OCC(=O)Nc1ccc(OC)cc1[N+](=O)[O-]	-11.4%
CCOc1ccc(/C=C/C(=O)Nc2cccc(C(C)=O)c2)cc1	?
Cc1ccc(S(=O)(=O)Nc2cc(C(F)(F)F)ccc2N2CCOCC2)cc1	4.4%

Continuation:
SMILES	ERK EGF inh
COc1cccc(NC(=O)Cn2c3ccccc3c3nc4n(c(=O)c32)CCS4)c1	-8.8%
CC[N+]1(CC)CC2CCC(C)(C1)C2(C)C (stereo not drawn)	-22.2%
CCc1nnc(NC(=O)Cc2cc(OC)c(OC)c(OC)c2)s1	3.2%
CCC1Oc2ccccc2N(CC(=O)NCc2cccs2)C1=O (stereo not drawn)	-7.3%
CCOc1ccccc1-c1nc2c(C(C)(C)C)nn(C)c2c(=O)[nH]1	-4.5%
Cc1cc(C(=O)Cn2cc(C(F)(F)F)ccc2=O)c(C)n1-c1ccccc1	-11.3%
COCCCn1c(SCC(=O)Nc2ccc(NC(=O)c3ccco3)c(OC)c2)nc2ccccc2c1=O	2.4%
O=C(CN1CCCc2ccccc21)NC(=O)NCc1ccccc1	-7.1%[57.5 µM]
CCOC(=O)N/N=C/c1cc(OC)c(O)c(OC)c1	11.2%
CC(=O)Oc1ccc(/C=C2/CCc3ccccc3C2=O)cc1	4.1%[57.5 µM]
CCN(CC)S(=O)(=O)c1cccc(NC(=O)COC(=O)/C=C/c2ccco2)c1	3.9%
Fc1ccc2c(c1)C(c1cccnc1)=NNC(c1cccs1)=N2	1.8%
O=c1c2ccccc2ncn1-c1ccccc1C(F)(F)F	2.9%
C=CCNC(=O)/C(=C/c1cccc([N+](=O)[O-])c1)NC(=O)c1ccccc1	-1.2%
CCOC(=O)C1(C(F)(F)F)N=C(C(F)(F)F)Nc2cc(C)c(C)cc21 (stereo not drawn)	-5.7%
CN(C)C(=S)Nc1cccc(C(F)(F)F)c1	10.9%[57.5 µM]
COc1ccc(NC(=O)Cn2nnc(C(=O)NCCc3ccc(OC)c(OC)c3)c2N)c(OC)c1	5.2%
CC(=O)n1cc([C@@H]2C=C(C(=O)N3CCOCC3)O[C@H](OCc3ccc(CO)cc3)C2)c2ccccc21	-7.0%[57.5 µM]
CC1C(Br)C(=O)NC(=O)N1Cc1ccccc1 (stereo not drawn)	1.0%
COC(=O)C1=C(C)Nc2c(c(=O)n(C)c(=O)n2C)C1c1cccnc1 (stereo not drawn)	5.5%
NCCCC[C@@H]1NC(=O)[C@H](CCC(=O)O)NC(=O)c2cc([N+](=O)[O-])cc(I)c2SC[C@@H](C(=O)NCC(N)=O)NC1=O	-4.8%
COc1ccccc1/C=C(/C(=O)OCC(=O)Nc1ccc(N(C)C)cc1)c1ccccc1	?
CCc1cc(SC#N)cc(CC)c1NC(=O)CCl	4.9%
COc1cc(NC(=O)COC(=O)Cc2ccc(-c3ccccc3)cc2)cc(OC)c1	14.6%
CN(C)c1ccnc(-c2ccccc2C(F)(F)F)n1	?
O=C(O)/C=C/C(=O)Nc1ccc(OC(F)(F)F)cc1Br	-0.9%[57.5 µM]
COc1cccc(C(=O)c2c[nH]c(C(=O)NCc3cccnc3)c2)c1	-1.0%
CCN(CC1COc2ccccc2O1)C(=S)NCCCN(C)C (stereo not drawn)	-9.8%
COc1ccc(N(C)C(=O)c2cc3c(s2)-c2ccccc2S(=O)(=O)C3)cc1	3.7%[57.5 µM]
COCCn1c(N)c(N(Cc2ccccc2)C(=O)C2CCCCC2)c(=O)[nH]c1=O	-1.0%
NC(=O)C1CCN(c2ccc(C(F)(F)F)cn2)CC1	0.8%
Nc1ncn([C@H]2O[C@@H](CO)[C@@H](O)[C@@H]2O)c(=O)n1	-3.7%[25.7 µM]
Cc1ccc2nc(-c3cccnc3)c(Nc3ccccc3C)n2c1	-5.9%
N/C(=N\OC(=O)c1cccc([N+](=O)[O-])c1)c1ccccn1	19.4%
O=C(Cc1cccs1)NC1CCCC1	-9.1%
COc1cc(C(C)=O)ccc1OCCN1CCC(Cc2ccccc2)CC1	-5.1%
COc1ccc(NC(=O)CN(C)CC(=O)Nc2ccc(N3CCOCC3)cc2)c([N+](=O)[O-])c1	2.8%
O=C(CSc1nnc(SCc2ccccc2)s1)N/N=C/C=C/c1ccco1	8.5%
Cc1cc(C)nc(Nc2ncc(O)n2-c2ccc(Br)cc2)n1	1.0%
COC(=O)c1cc(=O)cc(C(=O)OC)o1	3.2%
Cc1nccn1C[C@@H]1CCc2c(c3ccccc3n2C)C1=O	-2.2%[25.7 µM]
Cc1nnc(NC(=O)c2ccccc2NC(=O)c2ccccc2)s1	4.0%[57.5 µM]
CCN(C(=O)COC(=O)c1cc(-c2cccc3ccccc23)nc2ccccc12)C1CCS(=O)(=O)C1 (stereo not drawn)	-9.3%
S=c1[nH]nc(-c2ccc(Cl)cc2)n1/N=C/c1cccs1	0.8%[57.5 µM]
Cc1oc(-c2cccc(Cl)c2)nc1CSc1nc2c(c(=O)[nH]1)CCC2	4.6%

Reprinted from the part before: 3 entries, then new ones.
SMILES	ERK EGF inh
CCN(C(=O)COC(=O)c1cc(-c2cccc3ccccc23)nc2ccccc12)C1CCS(=O)(=O)C1 (stereo not drawn)	-9.3%
S=c1[nH]nc(-c2ccc(Cl)cc2)n1/N=C/c1cccs1	0.8%[57.5 µM]
Cc1oc(-c2cccc(Cl)c2)nc1CSc1nc2c(c(=O)[nH]1)CCC2	4.6%
COc1cccc(N2CC(C(=O)Nc3nnc(SCc4cccnc4)s3)CC2=O)c1 (stereo not drawn)	-9.0%
Cc1ccc(Nc2nc3ccccc3s2)c(C)c1	7.7%
O=c1[nH]c2ccc(S(=O)(=O)NCc3ccccc3)cc2[nH]1	1.2%
O=C(Nc1ccc(F)cc1F)N1CCCN(CCOc2ccccc2)CC1	4.9%[57.5 µM]
CCOC(=O)c1ccc(NC(=O)CSc2nc3cccnc3n2C)cc1	?
CC(C)CC(=O)Nc1nnc(SCC(=O)Nc2ccc(F)cc2)s1	1.5%
CN1CCN(C(=S)Nc2ccc(Oc3ccccc3)cc2)CC1	-16.8%
CNC(=O)c1cc(C(=O)c2c(Cl)cccc2Cl)c[nH]1	-12.6%
O=C(/C=C/c1ccc(O)cc1)c1ccc(O)cc1O	1.5%&7.6%&2.0%&-0.4%
COc1ccc([C@H]2C=C3CN(C(=O)OC(C)(C)C)S(=O)(=O)[C@H]3C[C@H]2OC(=O)c2cccs2)cc1	?
COc1ccc(CN(CC2CCCO2)C(=O)c2cc3sccc3n2C)c(OC)c1 (stereo not drawn)	1.3%
Cc1cccc(OCCN2C(=O)C(=O)c3cc(C)ccc32)c1	-0.7%
COc1ccccc1C1OC2=C(Nc3ccc([N+](=O)[O-])cc3N2)C1=O (stereo not drawn)	-2.4%[57.5 µM]
Clc1ccc(C2=Nn3c(nnc3-c3cccs3)SC2)cc1	1.9%
O=C(OCC(=O)N1CCCc2ccccc21)c1cccc(S(=O)(=O)N2CCc3ccccc32)c1	0.8%
CCN(CC)S(=O)(=O)c1cccc(C(=O)N/N=C/c2c(C)nn(-c3ccccc3)c2Cl)c1	-3.1%
CCCC(=O)Nc1sc2c(c1C#N)CC(C)(C)NC2(C)C	-9.8%
CCN(C(=O)CSc1nnc(NCc2ccccc2)s1)C1CCS(=O)(=O)C1 (stereo not drawn)	1.6%
N#Cc1cccc(NC(=O)CSc2n[nH]c(=O)[nH]c2=O)c1	-10.3%
COc1cc(CCN2C(=O)c3cccc4cccc(c34)C2=O)c(S(=O)(=O)N2CCCCCC2)cc1OC	-3.6%
CC(Sc1cccc[n+]1[O-])C(=O)Nc1cccc([N+](=O)[O-])c1 (stereo not drawn)	-1.0%
CN1C(=O)c2ccccc2N(C)C1c1ccccc1Cl (stereo not drawn)	2.0%
COc1ccc2[nH]c(=O)c(CN(Cc3cccnc3)Cc3nnnn3CC3CCCO3)cc2c1 (stereo not drawn)	-0.9%[57.5 µM]
NNC(=O)c1ccc(COCC(F)(F)C(F)F)cc1	-6.0%[57.5 µM]
Oc1c(Cl)cc(Cl)cc1C1Nc2ccccc2-n2cccc21 (stereo not drawn)	8.6%[57.5 µM]
S=c1nc(-c2ccccc2)n(Cc2cccnc2)c2c1CCCC2	-12.8%[57.5 µM]
COc1ccc(/C=N/NC(=O)c2nc(-c3ccccc3)n(-c3ccccc3)n2)c(O)c1	5.5%
CCOC(=O)NC(=S)Nc1ccc(C(C)(C)C)cc1	-7.3%[57.5 µM]
COc1ccc(C(=O)N/C(=C/c2cccs2)C(=O)NN)cc1OC	4.1%[57.5 µM]
COc1cccc2c1c(NC(=O)Nc1ccc(F)cc1F)nn2C	0.3%[57.5 µM]

Brought forward from above: seven compounds; new compounds follow.
SMILES	ERK EGF inh
NNC(=O)c1ccc(COCC(F)(F)C(F)F)cc1	-6.0%[57.5 µM]
Oc1c(Cl)cc(Cl)cc1C1Nc2ccccc2-n2cccc21 (stereo not drawn)	8.6%[57.5 µM]
S=c1nc(-c2ccccc2)n(Cc2cccnc2)c2c1CCCC2	-12.8%[57.5 µM]
COc1ccc(/C=N/NC(=O)c2nc(-c3ccccc3)n(-c3ccccc3)n2)c(O)c1	5.5%
CCOC(=O)NC(=S)Nc1ccc(C(C)(C)C)cc1	-7.3%[57.5 µM]
COc1ccc(C(=O)N/C(=C/c2cccs2)C(=O)NN)cc1OC	4.1%[57.5 µM]
COc1cccc2c1c(NC(=O)Nc1ccc(F)cc1F)nn2C	0.3%[57.5 µM]
Cc1cc(C)c2c(c1)N[C@H](c1cccs1)[C@@H]1CCO[C@H]21	11.1%[57.5 µM]
O=c1c(/C=N/N2CCOCC2)c(C(F)(F)F)[nH]n1-c1ccccc1	5.3%
COc1cc2oc3cc(C)oc(=O)c3c2cc1OC	0.6%[57.5 µM]
CN(C)C(=S)NC(=O)c1cccc(Cl)c1	5.2%
O=C(NC1CCS(=O)(=O)C1)c1sc2ccccc2c1Cl (stereo not drawn)	-2.4%
O=C(NC1CCCCCC1)C(=S)N1CCCC1	-9.0%
CCOC(=O)c1cc(-c2csc(COc3ccc(Cl)cc3)n2)on1	-6.3%[57.5 µM]
c1csc(-c2nc3ccccc3s2)c1	3.5%[57.5 µM]
COCCNC(=O)CCc1nnc(C2(c3ccc(Cl)cc3)CCC2)o1	-2.6%
O=C(Nc1nc(-c2cccc3ccccc23)cs1)c1ccc2c(c1)S(=O)(=O)c1ccccc1C2=O	-7.9%
O=S(=O)(NC1CCCCCC1)c1ccc(Br)s1	-0.4%
COc1ccc(CNC(=O)C(c2ccco2)N(C(=O)c2ccccn2)c2ccccc2)cc1 (stereo not drawn)	0.9%
COc1ccc(NC(=O)N(CCCN(C)C)Cc2cc3cc(OC)ccc3[nH]c2=O)cc1	-0.1%
COc1cccc(NC(=O)Cn2c(=O)n(CCC(=O)NCc3ccco3)c(=O)c3ccccc32)c1	-3.9%
Cc1ccc(/C=N/Nc2nnc(Cc3ccccc3)c(=O)[nH]2)o1	-4.5%
